# N370S GC mod: inhibitors or activators of N370S glucocerebrosidase for Gaucher disease | 330,000 compounds, 0.092% hits | P04062 | N370S GC spleen homogenate, 4MU-glucoside fluorescence | Potency, µM (doses to about 59.4 µM), without a hit: at the top dose activity change, negative = inhibition, hits mostly inhibitors | AID 2101;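 further: 0% = full enzyme activity and -100% = no enzyme basal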
# FEN1 inhibitor: human FEN1 inhibition; 390,000 compounds, 0.35% hits; Potency, µM (top dose mostly 114 µM), inactives show top-dose activity change, negative = inhibition, actives largely listed as inhibitors; AID 588795; Recombinant FEN1 flap cleavage, fluorescence, 15 min; further: nearly all actives have a fitted effect of over 65% in size
# Target sequence (P39748 whole entry, looked up): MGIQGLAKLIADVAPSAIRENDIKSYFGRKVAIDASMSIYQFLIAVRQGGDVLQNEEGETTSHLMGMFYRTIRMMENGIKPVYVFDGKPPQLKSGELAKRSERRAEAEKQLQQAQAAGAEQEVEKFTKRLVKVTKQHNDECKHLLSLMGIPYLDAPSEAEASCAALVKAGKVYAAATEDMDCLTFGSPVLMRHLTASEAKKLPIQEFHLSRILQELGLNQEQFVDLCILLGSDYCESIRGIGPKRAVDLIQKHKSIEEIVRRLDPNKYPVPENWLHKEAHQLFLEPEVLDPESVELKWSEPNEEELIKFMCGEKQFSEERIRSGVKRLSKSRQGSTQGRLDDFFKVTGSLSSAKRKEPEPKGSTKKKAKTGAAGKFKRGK
#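 Reaction started by adding substrate (50 nM final) to 10 nM enzyme after 15 min room-temperature compound preincubation. Reads at 0 and 15 min, with data normalized and fitted to a four-parameter Hill equation.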
# TDP1 inh: inhibitors of human tyrosyl-DNA phosphodiesterase TDP1. Q9NUW8. recombinant TDP1, AlphaScreen DNA substrate cleavage. Potency, µM (highest dose often 130 µM), for the others: at the top dose activity change, negative = inhibition, hits mostly inhibitors. 350,000 compounds, 0.28% hits; further: nearly all actives have a fitted effect of over 40% in size
# Target sequence (Q9NUW8 whole entry, looked up): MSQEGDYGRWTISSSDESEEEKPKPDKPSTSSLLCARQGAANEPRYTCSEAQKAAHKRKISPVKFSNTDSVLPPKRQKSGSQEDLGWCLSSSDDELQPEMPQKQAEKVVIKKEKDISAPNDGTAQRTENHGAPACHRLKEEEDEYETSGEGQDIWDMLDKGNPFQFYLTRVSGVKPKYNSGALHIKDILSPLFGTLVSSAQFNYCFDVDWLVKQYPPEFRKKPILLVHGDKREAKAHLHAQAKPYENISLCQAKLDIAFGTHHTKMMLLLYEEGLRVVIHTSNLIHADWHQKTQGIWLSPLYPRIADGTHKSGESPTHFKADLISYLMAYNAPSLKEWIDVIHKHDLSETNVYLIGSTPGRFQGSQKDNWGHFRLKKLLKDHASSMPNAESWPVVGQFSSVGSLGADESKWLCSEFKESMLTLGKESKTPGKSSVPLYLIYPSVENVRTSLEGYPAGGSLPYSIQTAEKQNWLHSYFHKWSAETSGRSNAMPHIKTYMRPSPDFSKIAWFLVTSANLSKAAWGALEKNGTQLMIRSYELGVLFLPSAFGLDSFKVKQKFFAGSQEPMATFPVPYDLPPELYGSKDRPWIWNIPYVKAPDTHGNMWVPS
#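 Recombinant E. coli-expressed Tdp1 (1 nM) preincubated with compound 15 min at RT, then 5'-biotin/3'-phosphotyrosine-FITC DNA substrate (15 nM) added for 5 min. AlphaScreen beads (10 ug/ml) added, 10 min RT; tyrosine-FITC cleavage read as signal loss.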
# * marks the source's active call; other numbers are inactive results; u = inconclusive; x = no result given; & = joins results of further samples; [ ] = remark or other dose. The call rests on the fitted dose curve; in most records, active means well fitted curve in the direction sought with a large enough effect; inconclusive means small, poorly fitted or top-dose-only effect, or another doubt; inactive means no such curve, though single readings can be large; an effect the other way counts as inactive or inconclusive. Unless noted, on the % scale 0 is the no-effect control and ±100 the full control effect; potency means the concentration at half of the fitted maximal effect.
SMILES,N370S GC mod,FEN1 inhibitor,TDP1 inh
CCCCNC(=O)COC(=O)c1ccc(Cl)c(S(=O)(=O)N2CCCC2)c1,-2%,-3%,x
Cc1cccc(N(C(=O)Cn2nnc3ccccc32)C(C(=O)NC(C)(C)C)c2ccsc2)c1 (stereo not drawn),-3%,0%,7%
Cc1noc(C)c1CCC(=O)NC1CCCN(Cc2ccc(Cl)cc2)C1 (stereo not drawn),2%,14%,2%
COc1ccc(-n2nnnc2SCC(=O)Nc2ccc3c(c2)OCCO3)cc1OC,-4%,-3%,-2%
CCOc1ccc(CCNC(=O)C2CCCN(c3nnc(-n4cccc4)s3)C2)cc1OCC (stereo not drawn),-10%,-11%,-2%
COc1ccc(NC(=O)COc2cccc3c2OC(C)(C)C3)cc1OC,x,0%,0%
COC(=O)c1ccc(C(NC(=O)OCc2ccccc2)/C(=C/[C@@H](C)C(=O)N[C@@H](CO)Cc2ccccc2)c2cccnc2)cc1 (stereo partly drawn),u,x,9%
CCOc1ccc(S(=O)(=O)NCCC(=O)NC2CCC(C)CC2)cc1 (stereo not drawn),x,15%,0%
Nc1c(Cl)ncnc1N/N=C/c1ccccn1,15%,-20%,9%
O=C(NNC(=O)c1ccc(=O)[nH]c1)c1ccc(NS(=O)(=O)c2cccs2)cc1,x,0%,0%
CCS(=O)(=O)NCCc1csc(-c2ccc(OC)c(OC)c2)n1,4%,1%,x
CCN(CC)C(=O)Cn1cc(SCC(=O)Nc2cccc(C)c2)c2ccccc21,x,-5%,0%
CCOc1ccc(NS(=O)(=O)c2ccc3ncsc3c2)cc1,3%,-3%,x
Cc1cc(C)c2c(=O)n(CC(=O)Nc3ccc(Cl)cc3)sc2n1,-15%,u,x
Cc1c(-n2c(SCC(N)=O)nc3ccccc3c2=O)c(=O)n(-c2ccccc2)n1C,2%,4%,8%
Cc1ccc(NC(=O)Cn2nnc3ccccc32)cc1,1%,-3%,-5%
CCCn1c(=N)n(CC(=O)c2ccco2)c2ccccc21,u,4%,2%
Cc1ccccc1-c1nnc(SCC(=O)N(CC(C)C)c2c(N)n(CC(C)C)c(=O)[nH]c2=O)n1C,1%,-5%,3%
COc1cccc(CC(=O)Nc2nc(-c3ccc(OC)c(OC)c3)cs2)c1,-2%,-10%,9%
COc1ccc(NC(=O)CSCC(=O)N(C)CCOc2ccc(Cl)cc2)cc1,-10%,4%,-4%
COc1ccc(C2C(C(=O)Nc3cccc(OC)c3)c3ccccc3C(=O)N2C)cc1 (stereo not drawn),-1%,-9%,3%
O=C(Cn1cnc2c(oc3ccccc32)c1=O)Nc1ccc(OC(F)(F)F)cc1,x,9%,4%
Cc1ccc(SCCC(=O)NC(C)C)cc1,17%,-3%,-2%[56.1 µM]
Cc1ccc2c(c1)NC(C(C)(C)C)CO2 (stereo not drawn),1%,-2%,1%
CC(=O)N(CN1C(=O)CCC1=O)c1cccc(Cl)c1,6%,7%,5%

# More compounds.
SMILES,N370S GC mod,FEN1 inhibitor,TDP1 inh
CSc1ccc(C2c3c(-c4ccccc4O)n[nH]c3C(=O)N2Cc2ccncc2)cc1 (stereo not drawn),x,-9%,12%
CCCCN(CC)C(=O)CSc1nc2c(sc(=S)n2-c2ccc(OCC)cc2)c(=O)[nH]1,12%,1%,2%
O=C(Nc1ccn(Cc2c(F)c(F)c(F)c(F)c2F)n1)c1ccc(COc2ccccc2Cl)cc1,-6%,-19%,-1%
CCOc1ccc(-c2nc(CSCC(=O)NCC3CCCO3)c(C)o2)cc1 (stereo not drawn),0%,7%,5%
COc1ccc(/C=N/NC(=O)c2ccc(COc3ccccc3Cl)o2)c(OC)c1C,-3%,2%,2%
CSc1ccccc1-n1nnnc1SCC(=O)NCc1cccs1,-3%,-5%,2%
O=C(Cn1cc(S(=O)(=O)Cc2ccccc2Cl)c2ccccc21)Nc1cccc(C(F)(F)F)c1,x,-17%,6%
C(=N\n1cncn1)/c1ccc(N2CCOCC2)cc1,4%,2%,2%
CNC(=O)CSc1nc2cc(S(=O)(=O)Nc3ccccc3OC)ccc2o1,-5%,14%,10%
COc1ccccc1CCNC(=O)C(=O)NCC(c1cccs1)S(=O)(=O)c1ccccc1 (stereo not drawn),x,3%,-4%
Cc1ccc2c(c1)C(c1ccccc1)N(C(=O)c1ccc3c(c1)OCO3)CC(=O)N2 (stereo not drawn),-4%,-4%,x
CC1CCC(N2CC(=O)N(C3CCCC3)C(c3ccc(Cl)cc3)C2=O)CC1 (stereo not drawn),x,-1%,10%
O=Nc1c(-c2c(O)[nH]c3cc(Br)ccc23)[nH]c2ccccc12,1%&19%,-1%,24%[56.1 µM]
CCC(=O)Nc1c2c(nn1-c1ccc([N+](=O)[O-])cc1)CS(=O)(=O)C2,-2%,-2%,x
COc1cccc(NC(=O)Cn2c(=O)n(-c3ccccc3)c(=O)c3c4c(sc32)CCCC4)c1,x,-5%,7%
CC(C)=NNc1nc(-c2ccccc2)cs1,6%,-6%,-2%
O=C1c2ccccc2C(=O)N1CCCOCc1c[nH]c(=O)[nH]c1=O,-9%,-3%,5%
Cc1cccc(NS(=O)(=O)c2cnc[nH]2)c1,0%,0%,5%
CCC1CN(C(=O)Nc2cccc(OC)c2)c2ccccc2O1 (stereo not drawn),x,-2%,4%
Oc1cccc2c(NC(=S)Nc3ccc(SC(F)F)cc3)cccc12,5%,-7%,-7%
CN(NC(=O)c1ccc(Cl)cc1)c1ncc(C(F)(F)F)cc1Cl,0%,-9%,6%
CC(=O)NC1(c2ccccc2)CCN(c2cc(C)nc(-c3ccccc3)n2)CC1,9%,-12%,0%
O=C1C2CC=CCC2C(=O)N1CNc1ccccc1 (stereo not drawn),8%,-8%,x
COc1ccc(CNC(=O)c2ccc(Sc3ccc(Cl)cc3)c(NC(C)=O)c2)c(OC)c1,x,-18%,5%
Cc1ccn2c(Nc3c(C)cccc3C)c(-c3ccsc3)nc2c1,x,-4%,10%

# Part of the list above in order of molar mass, falling:
SMILES,N370S GC mod,FEN1 inhibitor,TDP1 inh
O=C(Nc1ccn(Cc2c(F)c(F)c(F)c(F)c2F)n1)c1ccc(COc2ccccc2Cl)cc1,-6%,-19%,-1%
O=C(Cn1cc(S(=O)(=O)Cc2ccccc2Cl)c2ccccc21)Nc1cccc(C(F)(F)F)c1,x,-17%,6%
CCCCN(CC)C(=O)CSc1nc2c(sc(=S)n2-c2ccc(OCC)cc2)c(=O)[nH]1,12%,1%,2%
COc1ccc(CNC(=O)c2ccc(Sc3ccc(Cl)cc3)c(NC(C)=O)c2)c(OC)c1,x,-18%,5%
COc1cccc(NC(=O)Cn2c(=O)n(-c3ccccc3)c(=O)c3c4c(sc32)CCCC4)c1,x,-5%,7%
COc1ccc(/C=N/NC(=O)c2ccc(COc3ccccc3Cl)o2)c(OC)c1C,-3%,2%,2%
CNC(=O)CSc1nc2cc(S(=O)(=O)Nc3ccccc3OC)ccc2o1,-5%,14%,10%
CCOc1ccc(-c2nc(CSCC(=O)NCC3CCCO3)c(C)o2)cc1 (stereo not drawn),0%,7%,5%
CC1CCC(N2CC(=O)N(C3CCCC3)C(c3ccc(Cl)cc3)C2=O)CC1 (stereo not drawn),x,-1%,10%
CC(=O)NC1(c2ccccc2)CCN(c2cc(C)nc(-c3ccccc3)n2)CC1,9%,-12%,0%
CSc1ccccc1-n1nnnc1SCC(=O)NCc1cccs1,-3%,-5%,2%
Oc1cccc2c(NC(=S)Nc3ccc(SC(F)F)cc3)cccc12,5%,-7%,-7%
CN(NC(=O)c1ccc(Cl)cc1)c1ncc(C(F)(F)F)cc1Cl,0%,-9%,6%
O=Nc1c(-c2c(O)[nH]c3cc(Br)ccc23)[nH]c2ccccc12,1%&19%,-1%,24%[56.1 µM]
CCC(=O)Nc1c2c(nn1-c1ccc([N+](=O)[O-])cc1)CS(=O)(=O)C2,-2%,-2%,x
Cc1ccn2c(Nc3c(C)cccc3C)c(-c3ccsc3)nc2c1,x,-4%,10%
O=C1c2ccccc2C(=O)N1CCCOCc1c[nH]c(=O)[nH]c1=O,-9%,-3%,5%
CCC1CN(C(=O)Nc2cccc(OC)c2)c2ccccc2O1 (stereo not drawn),x,-2%,4%
C(=N\n1cncn1)/c1ccc(N2CCOCC2)cc1,4%,2%,2%
O=C1C2CC=CCC2C(=O)N1CNc1ccccc1 (stereo not drawn),8%,-8%,x
Cc1cccc(NS(=O)(=O)c2cnc[nH]2)c1,0%,0%,5%
CC(C)=NNc1nc(-c2ccccc2)cs1,6%,-6%,-2%

# Other results
SMILES,N370S GC mod,FEN1 inhibitor,TDP1 inh
O=C(Nc1cccc(S(=O)(=O)N2CCCCC2)c1)c1cnccn1,9%,1%,-2%
C=CCN(c1ccc(C(=O)NCCSc2ccccc2)cc1)S(C)(=O)=O,-6%,17%,0%
O=C(Nc1cccc(C(=O)NC2CCCC2)c1)c1ccccc1,-1%,-1%,4%[56.1 µM]
Fc1ccc(-c2noc3ncnc(NCCc4ccc(Cl)cc4)c23)cc1,x,-20%,4%
CCOC(=O)C1=C(c2ccccc2)NC(=O)NC1c1ccc(O)c(Cl)c1 (stereo not drawn),-23%,6%,4%
O=C(Nc1ccccc1C(=O)OCc1cc(=O)n2c3c(sc2n1)CCCC3)c1cccc(Cl)c1,x,-1%,1%
CCN(CC)Cc1cc(NC2=NS(=O)(=O)c3ccccc32)ccc1OC(=O)C(C)C,-5%,9%,0%
CCC(c1nnc(SCC(=O)Nc2cc(Cl)ccc2C#N)n1C1CCCCC1)N(C)C (stereo not drawn),1%,-16%,-6%
CO[C@H]1C[C@@H]2CC[C@@H](C)[C@@](O)(O2)C(=O)C(=O)N2CCCC[C@H]2C(=O)O[C@H](C(C)C[C@H]2CC[C@@H](O)[C@H](OC)C2)CC(=O)[C@H](C)/C=C(\C)[C@@H](O)[C@@H](OC)C(=O)[C@H](C)C[C@H](C)/C=C/C=C/C=C/1C (stereo partly drawn),-12%,x,16%
O=[N+]([O-])c1ccc(N2CCN(c3ccccn3)CC2)c(Cl)c1,-8%,-17%,5%[0.0935 µM]
Cc1cc(C)n2nc(SCc3cc(=O)oc4cc(C)c(C)cc34)nc2n1,u,x,10%
COc1ccccc1CNC(=O)CN1C(=O)CSc2c1c(C)nn2-c1ccccc1,x,21%,6%
O=C1NC2=C(C(=O)OC2)C(c2ccc(OC(F)(F)F)cc2)N1 (stereo not drawn),0%,1%,x
COc1cc(OC)c(C2=NOC(C(=O)Nc3c(C)nn(CC(=O)N4CCCC4)c3C)C2)cc1Cl (stereo not drawn),-9%,4%,7%
COC(=O)[C@@H]1[C@@H](O)[C@]2(O)c3ccccc3O[C@]2(c2ccccc2)[C@H]1c1ccccc1,9%[12.8 µM],x,9%[21 µM]
O=C(Cn1c(NCCO)nc2ccccc21)NCCc1ccccc1,0%,-8%,2%
CCOC(=O)CCNC(=O)CCc1nnc(CCCc2ccccc2)o1,5%,14%,x
COCC(=O)n1nc(-c2ccc(Cl)cc2)nc1NCc1ccc(F)cc1,1%,-8%,6%
Cn1c(SCC(=O)NCc2ccc(F)cc2)nc2c([nH]c3ccccc32)c1=O,12%,x,4%
CSCCC(NC(N)=O)C(=O)NCC1CCCCC1 (stereo not drawn),5%,6%,2%
Cc1ccc(S(=O)(=O)N(CC(=O)N/N=C/c2ccco2)c2cc(Cl)cc(Cl)c2)cc1,u,-3%,5%
Cc1cccc(C)c1NC(=O)CCS(=O)(=O)c1ccc2c(c1)CC(C)N2C(=O)C1CC1 (stereo not drawn),x,20%,3%
COC(=O)c1cccnc1-n1c(=O)c2cccnc2n(Cc2cccc(C(F)(F)F)c2)c1=O,10%,-14%,3%
S=C1N(c2ccccc2)C(c2ccccc2)N2CCCN12 (stereo not drawn),-5%,-10%,-4%
CS(=O)(=O)Nc1ccc(C(=O)NCCc2ccccc2)cc1,-2%,-2%,6%

# Later entries.
SMILES,N370S GC mod,FEN1 inhibitor,TDP1 inh
O=C(Cn1nnc(-c2cc(C(F)(F)F)cc(C(F)(F)F)c2)n1)NNC(=S)Nc1ccc(Cl)cc1,15%,-32%,-6%
CCOC(=O)c1c(NC(=O)/C=C/c2ccc(OC)c(OC)c2)sc(C(C)=O)c1C,x,6%,-2%[12.3 µM]
O=C(CSc1oc(-c2ccc(F)cc2)nc1S(=O)(=O)c1ccccc1)NC1CCCCC1,x,2%,6%
NNC(=O)CS(=O)(=O)CS(=O)(=O)CC(=O)NN,0%,0%,9%
